Bioassay records (PubChem BioAssay)
NPY1 pot ag – human NPY-Y1 potentiation or agonism, primary screen. NPY-Y1 expressing cells, potentiator/agonist activation. activation, % at 3.6 µM. P25929. 220,000 compounds, 0.37% hits; in the data active = activation above about 33%, passing the limit was not always enough;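 also: cells stimulated with NPY at EC10 then isoproterenol at EC100; 0% = low agonist plus stimulus and 100% = saturating agonist plus stimulus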
BaF3 parental – reduces parental Ba/F3 cell viability, JAK2V617F counter-screen; CellTiter-Glo ATP luminescence; inhibition, % at 5.6 µM; 220,000 compounds, 1.1% hits;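 active = inhibition above a per-campaign cutoff, the mean inhibition of all tested compounds plus 3 SD, cut at about 27% in these data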;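 also: 0% = DMSO wells and 100% = JAK Inhibitor I control wells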
Ba/F3 V617F tox – lowers viability of Ba/F3 cells expressing EpoR and JAK2V617F. ATP luminescence. inhibition, % at 5.6 µM. 220,000 compounds, 1.1% hits. AID 1446;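 active = inhibition above the campaign mean plus 3 SD over all tested compounds, cut at about 24% in these data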;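 also: cytokine-independent growth of Ba/F3 cells driven by EpoR plus mutant JAK2; 0% = DMSO-treated cells and 100% = JAK inhibitor I control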
S1P4 antag – antagonists of human S1P4 receptor. O95977. S1P4-expressing cells, antagonist mode, reporter read-out. inhibition, % at 4.98 µM. 220,000 compounds, 0.26% hits. AID 1510; in the data active = inhibition above about 29%;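 also: 0% = wells stimulated with agonist and 100% = vehicle wells without agonist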
NPY-Y2 PAM-ag – potentiates or activates human NPY-Y2 receptor; 220,000 compounds, 0.45% hits; AID 1359; P49146; cells expressing NPY-Y2, potentiator/agonist read-out; activation, % at 3.6 µM; in the data active = activation above about 27%;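 also: cells stimulated with NPY near EC25 plus isoproterenol at EC100; 0% = vehicle plus submaximal agonist and 100% = vehicle plus saturating agonist; some results beyond the cut were filed as inactive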
Target sequence (P49146 whole entry, looked up): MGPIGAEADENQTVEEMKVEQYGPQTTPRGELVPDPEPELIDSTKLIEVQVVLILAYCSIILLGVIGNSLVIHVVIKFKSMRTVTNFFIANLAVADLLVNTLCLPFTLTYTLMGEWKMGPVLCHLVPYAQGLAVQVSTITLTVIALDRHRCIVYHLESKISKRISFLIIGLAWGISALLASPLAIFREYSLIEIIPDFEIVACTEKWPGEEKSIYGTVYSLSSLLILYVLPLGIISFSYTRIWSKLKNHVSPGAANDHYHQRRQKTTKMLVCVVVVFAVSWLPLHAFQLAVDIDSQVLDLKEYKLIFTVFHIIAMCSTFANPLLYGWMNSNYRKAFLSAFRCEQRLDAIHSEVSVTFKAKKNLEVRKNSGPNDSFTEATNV
S1P4 ag – activates the human S1P4 receptor; S1P4-expressing cell line, agonist reporter assay; activation, % at 4.98 µM; 220,000 compounds, 0.35% hits; O95977; in the data active = activation above about 11%;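 also: 0% = DMSO vehicle and 100% = reference agonist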
Runt-CBFb FRET – Runt domain-CBFb interaction inhibition; Cerulean-Runt/Venus-CBFb FRET ratio 530/480, 1 h; AID 1496; Q01196+Q13951; 220,000 compounds, 0.46% hits; inhibition, % at 20 µM;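 active = inhibition over about 50% at 20 µM in the single-dose screen, limit read from the data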;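 also: 0% = DMSO wells and 100% = excess unlabeled CBFb competitor control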
Target sequence (Q01196 whole entry, looked up, the tested form may be a part): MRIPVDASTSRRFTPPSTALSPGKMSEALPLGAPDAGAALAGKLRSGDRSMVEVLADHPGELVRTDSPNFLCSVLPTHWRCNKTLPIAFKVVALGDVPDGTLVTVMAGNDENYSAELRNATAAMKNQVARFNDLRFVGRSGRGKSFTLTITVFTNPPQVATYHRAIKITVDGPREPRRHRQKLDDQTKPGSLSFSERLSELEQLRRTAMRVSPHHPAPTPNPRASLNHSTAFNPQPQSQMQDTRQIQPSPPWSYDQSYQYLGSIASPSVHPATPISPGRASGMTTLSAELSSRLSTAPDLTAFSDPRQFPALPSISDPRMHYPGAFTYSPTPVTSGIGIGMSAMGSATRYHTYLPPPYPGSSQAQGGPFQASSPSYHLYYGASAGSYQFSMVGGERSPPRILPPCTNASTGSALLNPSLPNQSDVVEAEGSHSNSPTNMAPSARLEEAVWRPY
Target sequence (Q13951 whole entry, looked up, the tested form may be a part): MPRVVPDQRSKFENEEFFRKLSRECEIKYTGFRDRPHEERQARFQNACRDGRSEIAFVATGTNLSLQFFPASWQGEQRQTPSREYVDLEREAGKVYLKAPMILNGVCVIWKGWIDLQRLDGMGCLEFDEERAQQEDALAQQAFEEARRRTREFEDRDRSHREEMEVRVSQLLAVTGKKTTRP
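test system = Cerulean-Runt domain fusion protein, energy donor | probe or stimulus = Venus-CBFb binding partner, 100 nM | incubation = two 1 h room-temperature incubations shielded from light | detection = fluorescence energy transfer, 422 nm excitation, 530/480 nm emission | measure = loss of energy transfer signal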
NPY-Y1 antag – antagonists of human neuropeptide Y receptor Y1 | P25929 | HEK293-CNG Y1 cells, membrane potential fluorescence; NPY at EC95, then isoproterenol | inhibition, % at 3.6 µM | 200,000 compounds, 1% hits | AID 1040;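 active = inhibition above the campaign mean inhibition of all tested compounds plus 3 SD, cut at about 20% in these data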;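 also: 0% = DMSO wells given NPY plus isoproterenol and 100% = isoproterenol alone without NPY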
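System: HEK293 cells with Y1 receptor plus CNG channel / Probe or stimulus: NPY 25 nM then isoproterenol 1 µM plus Ro 20-1724 25 µM / Compound: one concentration, 3.6 µM, in 0.4% DMSO / Schedule: compound incubation 1 h at room temperature, readout 45 min post-stimulation / Measured by: membrane potential fluorescence / Read-out: % inhibition of NPY effect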
RBBP9 inhibitor – blocks human serine hydrolase RBBP9. inhibition, % at 7.94 µM. O75884. recombinant RBBP9, FP-Rh probe fluorescence polarization. 220,000 compounds, 0.2% hits;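 active = inhibition above the campaign mean of all tested compounds plus 3 SD, cut at about 14% in these data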;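 also: plate controls were DMSO wells with RBBP9 for no effect and wells lacking RBBP9 protein for full effect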
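system = RBBP9 protein | input = RBBP9 at 2.5 µM in dispensed solution, before mixing | measured by = fluorescence polarization (mP), excitation 525 nm, emission 598 nm | incubation = enzyme-compound preincubation 30 min, then probe labeling 45 min, 25 °C | buffer or medium = Tris-NaCl-Pluronic buffer, pH 8.0 | compound = single dose 7.94 µM | also added = FP-Rh probe, 375 nM dispensing solution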
* hit, by the source's call; · = no result given. Some of the compounds tested; rates above refer to the full screens.

nr	mol	NPY-Y1 antag	Ba/F3 V617F tox	NPY1 pot ag	S1P4 antag	BaF3 parental	NPY-Y2 PAM-ag	Runt-CBFb FRET	S1P4 ag	RBBP9 inhibitor
1	CN1C(=O)C(=Cc2ccccc2Oc2ccc(Cl)c(F)c2)C(=O)N(C)C1=O	4	0	36	0	3	10	0	1.6	3
2	Cn1c(O)c(C(=NCCc2c[nH]c3ccccc23)c2ccccc2)c(=O)n(C)c1=O	17	-2	15	0	7	-10	-2	-0.3	-2
3	CCn1c(O)c(C=NCCN2CCOCC2)c(=O)n(CC)c1=S	·	-3	-7	7	-6	-3	1	1.7	-5
4	CN=C(SCc1ccccc1)c1c(O)n(C)c(=O)n(C)c1=O	1	-6	0	-12	0	-5	0	0.3	-5
5	COc1ccc(C(=O)C2CCCN(C3CSCCSC3)C2)c(OC)c1 (stereo unspecified)	2	-1	-5	-24	3	-12	0	-0.1	4
6	CCCC(C)n1[nH]c(=O)c2c1NC(=O)CSC2c1ccc(OC)c(OC)c1 (stereo unspecified)	-3	-5	-9	-6	2	1	-1	1.5	-8
7	Cc1cccc2c1N(N=O)CCC2	-1	-1	-17	-23	5	0	-3	1.3	-1
8	O=[N+]([O-])c1ccc(N2CCNCC2)cc1NCc1ccco1	-1	-5	4	-27	4	18	-1	2.1	3
9	Cc1ccc(/C=C2\C(=O)NC(=O)N(CCc3ccc(F)cc3)C2=O)s1	7	3	12	-3	0	1	·	-1.1	-10
10	O=C(O)Cn1cc(/C=C2\C(=O)NC(=O)N(Cc3ccco3)C2=O)c2ccccc21	-4	-1	-1	-2	5	3	19	1.6	-9
11	O=C(C1CCC(=O)N1C1CCCC1)N1CCC2(CC1)OCCO2 (stereo unspecified)	3	1	13	-20	3	3	-2	-0.2	-7
12	O=C(Cc1ccccc1)NC(Oc1ccccc1Cl)C(Cl)(Cl)Cl (stereo unspecified)	5	0	2	0	3	-2	1	1.8	0
13	Cn1c(O)c(C(=Nc2ccccc2)SCc2ccc(Cl)cc2)c(=O)n(C)c1=O	·	0	6	-12	-6	8	6	1.6	0
14	O=C1NC(=O)C(=Cc2ccccc2OCCOc2ccc([N+](=O)[O-])cc2)C(=O)N1	1	1	6	-28	7	7	13	1.6	-10
15	CN1C(=O)C(=Cc2ccccc2OCc2ccc(C(=O)O)cc2)C(=O)N(C)C1=O	4	3	-3	0	4	-15	1	0.1	-8
16	C[C@@H]1C(=O)O[C@@H]2[C@H](O)C34[C@@H]5OC(=O)C3(O[C@H]3OC(=O)[C@H](O)C34[C@H](C(C)(C)C)[C@H]5O)[C@@]12O (stereo partly specified)	-2	5	0	11	8	0	0	0.8	-12
17	C#C[C@]1(O)CC[C@H]2[C@@H]3CCC4=CC(=O)CC[C@]4(C)[C@H]3CC[C@@]21C	7	-1	-5	-7	1	9	0	0.1	-3
18	O=C1CN=C(c2ccc(Cl)cc2)c2oc3ccccc3c2N1	·	0	1	-13	1	1	1	1.5	-5
19	O=C1NC(=O)C(CCc2ccncc2)(C2CCCCC2)C(=O)N1	8	-2	19	-17	5	0	-2	1.3	-6
20	CCOC(C(=O)OCCC[N+](C)(CC)CC)(c1ccccc1)c1ccccc1	8	2	0	8	4	-9	0	-1.8	1
21	COP(=O)(C#Cc1ccccc1)C(O)c1ccc(Br)cc1 (stereo unspecified)	·	-3	-8	-1	0	-2	1	0.3	-6
22	O=c1[nH]c(=S)[nH]c(O)c1N=Nc1ccc(S(=O)(=O)N2CCOCC2)cc1	·	-2	2	5	3	-14	9	-0.3	-4
23	CCOP(=S)(OCC)Oc1cc(C)oc(=O)c1Cl	·	1	-25	7	1	0	18	-0.1	-11
24	CCc1ccc(N2C(=O)NC(=O)C(Cc3ccc(OC)cc3OC)C2=O)cc1 (stereo unspecified)	9	-1	-10	-14	5	-10	5	0.0	-2
25	O=C1NC(=O)C(C/C=C/c2ccccc2)C(=O)N1	3	0	0	-13	6	7	8	-0.7	-10
26	Cc1cc(=O)[nH]c(SCc2nc3ccccc3c(=O)n2-c2ccccc2C)n1	1	4	2	3	7	-19	-1	1.0	6
27	O=C(COc1ccccc1)N1CCN(Cc2c[nH]c3ccccc23)CC1	6	-2	-12	-26	0	-16	-3	0.1	-6
28	O=C(Cc1ccccc1)N1CCN(Cc2c[nH]c3ccccc23)CC1	0	-4	7	22	4	-1	0	1.1	5
29	C=CCn1c(O)c(C=Nc2ccc(OC)cc2C)c(=O)[nH]c1=O	3	1	3	-9	1	-2	4	1.1	-5
30	COc1cc(C(=O)N/N=C/C23CC[C@@H](O)CC2(O)CC[C@@H]2[C@@H]3CCC3(C)C(C4=CC(=O)OC4)CCC23O)ccc1O (stereo partly specified)	·	-7	-20	6	-3	-30	5	-0.8	-9
31	C=CCC1(Nc2ccccc2)CC(C)N(C)CC1C (stereo unspecified)	·	-2	15	-7	0	9	2	0.6	-9
32	CCOC(=O)C1=C(N)Oc2ccccc2C12C(=O)N(CC(=O)OC)C(CC(=O)OC)=C2C(=O)OC (stereo unspecified)	-1	0	-4	-3	5	5	-1	0.9	-4
33	O=C1Nc2ccc(Br)cc2C(c2ccccc2Cl)=NC1O (stereo unspecified)	-1	1	15	6	-3	11	-2	-0.9	-3
34	c1ccc2c(N3CCNCC3)nsc2c1	0	3	23	-8	2	8	-2	4.0	-7
35	O=C1NC(=O)C(=Cc2ccc(N3CCOCC3)cc2)C(=O)N1	-2	3	-6	-5	6	-1	0	-0.2	-2
36	CCC(=NCc1ccco1)c1c(O)n(-c2ccc(C)cc2)c(=O)[nH]c1=O	1	3	-7	-24	5	5	0	0.5	2
37	COc1ccc(CC(=O)N2CCN(C)CC2)cc1	0	6	10	7	8	-8	-1	-1.5	-2
38	NCCCC(=O)OC1N=C(c2ccccc2Cl)c2cc(Br)ccc2NC1=O (stereo unspecified)	3	1	10	5	9	5	1	1.2	-8
39	CC(=O)c1c(C)n(Cc2ccccc2Cl)c2ccc(O)cc12	6	1	-12	7	-3	-2	4	0.3	-6
40	CN1C(=O)C(=Cc2ccc(N(C)C)c([N+](=O)[O-])c2)C(=O)N(C)C1=O	-2	-4	-4	-1	0	17	2	1.8	-9
41	O=C(NCC(c1cccnc1)N1CCN(c2ccccc2F)CC1)Oc1ccccc1 (stereo unspecified)	-5	0	9	-8	6	-9	-1	1.9	-5
42	COc1c(O)ccc2c1-c1c3c(cc4c1C(C2)N(C)CC4)OCO3 (stereo unspecified)	7	-1	-11	5	5	-6	1	0.0	-7
43	O=C(c1ccccc1F)c1cn(CC(=O)N2CCCCC2)c2ccccc12	-4	49*	11	-4	3	-2	2	-0.1	2
44	O=C1NC(=O)C(=Cc2ccc(-c3ccccc3[N+](=O)[O-])o2)C(=O)N1	·	-5	-14	0	-1	-27	20	-3.3	0
45	Clc1ccccc1CN1CCN(c2ccccc2Cl)CC1	16	-3	-29	-14	2	7	0	-6.0	-1
46	Cc1cc(C)cc(N2C(=O)NC(=O)/C(=C\C=C\c3ccco3)C2=O)c1	-1	1	-13	-1	5	10	8	8.8	-7
47	C=CCN1C(=O)NC(=O)/C(=C/c2cc3c4c(c2)CCCN4CCC3)C1=O	0	2	9	-13	4	14	4	0.8	-4
48	O=C1CC(N2CCC(n3c(=O)[nH]c4ccccc43)CC2)C(=O)N1Cc1ccccc1 (stereo unspecified)	-4	3	-23	-8	4	-4	1	2.8	-15

Sorted by length of the SMILES (ascending): part of the list above
nr	mol	NPY-Y1 antag	Ba/F3 V617F tox	NPY1 pot ag	S1P4 antag	BaF3 parental	NPY-Y2 PAM-ag	Runt-CBFb FRET	S1P4 ag	RBBP9 inhibitor
33	O=C1Nc2ccc(Br)cc2C(c2ccccc2Cl)=NC1O (stereo unspecified)	-1	1	15	6	-3	11	-2	-0.9	-3
48	O=C1CC(N2CCC(n3c(=O)[nH]c4ccccc43)CC2)C(=O)N1Cc1ccccc1 (stereo unspecified)	-4	3	-23	-8	4	-4	1	2.8	-15
16	C[C@@H]1C(=O)O[C@@H]2[C@H](O)C34[C@@H]5OC(=O)C3(O[C@H]3OC(=O)[C@H](O)C34[C@H](C(C)(C)C)[C@H]5O)[C@@]12O (stereo partly specified)	-2	5	0	11	8	0	0	0.8	-12

Numbers 9–19 from above:
nr	mol	NPY-Y1 antag	Ba/F3 V617F tox	NPY1 pot ag	S1P4 antag	BaF3 parental	NPY-Y2 PAM-ag	Runt-CBFb FRET	S1P4 ag	RBBP9 inhibitor
9	Cc1ccc(/C=C2\C(=O)NC(=O)N(CCc3ccc(F)cc3)C2=O)s1	7	3	12	-3	0	1	·	-1.1	-10
10	O=C(O)Cn1cc(/C=C2\C(=O)NC(=O)N(Cc3ccco3)C2=O)c2ccccc21	-4	-1	-1	-2	5	3	19	1.6	-9
11	O=C(C1CCC(=O)N1C1CCCC1)N1CCC2(CC1)OCCO2 (stereo unspecified)	3	1	13	-20	3	3	-2	-0.2	-7
12	O=C(Cc1ccccc1)NC(Oc1ccccc1Cl)C(Cl)(Cl)Cl (stereo unspecified)	5	0	2	0	3	-2	1	1.8	0
13	Cn1c(O)c(C(=Nc2ccccc2)SCc2ccc(Cl)cc2)c(=O)n(C)c1=O	·	0	6	-12	-6	8	6	1.6	0
14	O=C1NC(=O)C(=Cc2ccccc2OCCOc2ccc([N+](=O)[O-])cc2)C(=O)N1	1	1	6	-28	7	7	13	1.6	-10
15	CN1C(=O)C(=Cc2ccccc2OCc2ccc(C(=O)O)cc2)C(=O)N(C)C1=O	4	3	-3	0	4	-15	1	0.1	-8
16	C[C@@H]1C(=O)O[C@@H]2[C@H](O)C34[C@@H]5OC(=O)C3(O[C@H]3OC(=O)[C@H](O)C34[C@H](C(C)(C)C)[C@H]5O)[C@@]12O (stereo partly specified)	-2	5	0	11	8	0	0	0.8	-12
17	C#C[C@]1(O)CC[C@H]2[C@@H]3CCC4=CC(=O)CC[C@]4(C)[C@H]3CC[C@@]21C	7	-1	-5	-7	1	9	0	0.1	-3
18	O=C1CN=C(c2ccc(Cl)cc2)c2oc3ccccc3c2N1	·	0	1	-13	1	1	1	1.5	-5
19	O=C1NC(=O)C(CCc2ccncc2)(C2CCCCC2)C(=O)N1	8	-2	19	-17	5	0	-2	1.3	-6

Next results
nr	mol	NPY-Y1 antag	Ba/F3 V617F tox	NPY1 pot ag	S1P4 antag	BaF3 parental	NPY-Y2 PAM-ag	Runt-CBFb FRET	S1P4 ag	RBBP9 inhibitor
49	N#CCN1CCN(c2ccc(C(F)(F)F)cc2)CC1	5	-1	-4	2	3	17	-2	-0.8	-4
50	O=[N+]([O-])c1ccc(Nc2ccccc2)cc1	0	-2	10	2	3	10	-4	-0.5	-4
51	Cc1nc2cc(C(F)(F)F)ccc2n1C1CCN(Cc2nnnn2Cc2cccs2)CC1	-2	6	5	3	10	21	-4	-1.6	-1
52	C=CCOC(=O)C1=C(C)OC(N)=C(C(=O)OCC)C12C(=O)N(CC(N)=O)c1ccccc12 (stereo unspecified)	6	-1	14	-1	1	17	-2	0.4	-7
53	CCOC(=O)c1c(C)n(COCCO)c2ccc(O)cc12	5	8	-2	5	9	-14	1	0.0	-3
